ASM inhibitor – Inhibitors of Secretory Acid Sphingomyelinase (S-ASM): qHTS; placental ASM, HMU-PC fluorogenic substrate, 60 min; Potency, µM (titrated, usually from 57.5 µM), without a hit: at the highest dose activity change, negative = inhibition, actives largely listed as inhibitors; actives 0.006% (n = 340,000); AID 504937, 2011; note: potency is the fitted concentration of half-maximal effect
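HMU-PC0 cleavage (9 uM final) by human placental ASM, 60 min at 37 °C following 10 min compound exposure at RT; stopped at pH 10, fluorescence Ex 386/Em 447 nm.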
PKM2 act – qHTS Assay for Activators of Human Muscle isoform 2 Pyruvate Kinase; purified PKM2, Kinase-Glo ATP luminescence, activation; response scale: 0% is enzyme alone, no compound; Potency, µM (series often up to 57.5 µM), for the others: top-dose activation, hits mostly activators; actives 0.34% (n = 260,000); note: potency is the fitted concentration of half-maximal effect; % is set by controls: 0 for no effect and ±100 for the full control effect; nearly all actives have a fitted effect of over 55% in size
Target sequence (P14618 whole entry, looked up, canonical isoform): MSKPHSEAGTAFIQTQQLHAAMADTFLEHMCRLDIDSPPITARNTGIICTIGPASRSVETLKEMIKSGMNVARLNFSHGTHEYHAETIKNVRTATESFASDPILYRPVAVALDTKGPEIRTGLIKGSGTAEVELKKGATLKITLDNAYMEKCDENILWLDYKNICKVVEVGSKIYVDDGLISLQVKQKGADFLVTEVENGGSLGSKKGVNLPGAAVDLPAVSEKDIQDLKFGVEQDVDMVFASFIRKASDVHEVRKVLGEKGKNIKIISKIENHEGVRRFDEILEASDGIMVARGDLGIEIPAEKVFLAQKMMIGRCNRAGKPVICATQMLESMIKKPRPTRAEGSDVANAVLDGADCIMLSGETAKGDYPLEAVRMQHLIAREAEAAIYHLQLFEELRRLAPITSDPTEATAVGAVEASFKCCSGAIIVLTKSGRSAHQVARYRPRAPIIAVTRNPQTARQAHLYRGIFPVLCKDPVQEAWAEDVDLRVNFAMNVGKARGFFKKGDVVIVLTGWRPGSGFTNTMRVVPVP
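Kinase-Glo luminescence reports ATP generated from ADP (0.1 mM) and PEP (0.5 mM) by purified hPK-M2 after 1 h at room temperature, pH 7.2 imidazole buffer; intermediate enzyme activity allows detecting inhibitors and activators.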
hERG WT inh – qHTS for Inhibitors of KCHN2 3.1: Wildtype qHTS; U2OS, BacMam KCNH2, thallium flux FluxOr; active compounds read low; activity change, % at 1.84 µM; actives 0.37% (n = 340,000); AID 720551, 2013;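 active = maximum activity change below -70%; inconclusive = maximum activity change between -70% and -50%; inactive = maximum activity change above -50%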; note: % is set by controls: 0 for no effect and ±100 for the full control effect
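U2OS cells transduced with wild-type KCNH2 virus are loaded with FluxOr dye for 45 min, and thallium flux is measured in kinetic reads before and after stimulation buffer. Rate constants are normalized to DMSO controls.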
MBNL1 CUG block – qHTS Assay for Inhibitors of MBNL1-poly(CUG) RNA binding | Potency, µM (highest dose often 57.5 µM), without a hit: top-dose activity change, negative = inhibition, most hits filed as inhibitors | Muscleblind-like protein 1 (Homo sapiens), Q9NR56 | TR-FRET MBNL1-His/biotin-(CUG)12 binding, 665/545 ratio | actives 0.036% (n = 280,000); active = well fitted inhibition curve with a large enough effect in the signal ratio, with a control signal flat, not every such curve was filed as active; inconclusive = small, poorly fitted or top-dose-only effect, or effect the other way, or a change in a side signal; inactive = no such curve, though single readings can be large or run the other way; the % refers to the signal ratio; note: potency is the fitted concentration of half-maximal effect; % is set by controls: 0 for no effect and ±100 for the full control effect
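TR-FRET between His-tagged MBNL1 and biotin-(CUG)12 RNA, detected with Tb anti-His antibody (0.055 ng/ul) and streptavidin-XL665 (5 nM), 60 min at room temperature. Compounds titrated 92 nM to 58 uM; 665/545 nm ratio normalized to buffer and complex controls.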
Eya2 phos inh – qHTS Assay for Inhibitors of the Phosphatase Activity of Eya2; Potency, µM (titrated, usually from 76.9 µM), inactives show at the highest dose activity, negative = inhibition, usual class: inhibitors; recombinant Eya2, OMFP fluorescence dephosphorylation (OMFP is methylfluorescein phosphate); actives 0.006% (n = 330,000); AID 488837, 2010; note: potency is the fitted concentration of half-maximal effect; % is set by controls: 0 for no effect and ±100 for the full control effect
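Eya2 (0.2 uM) preincubated 10 min at ambient with compound, then OMFP substrate added at 50 uM; 10 min reaction in 50 mM HEPES pH 7.5, 50 mM NaCl, 5 uM MgCl2, 0.05% BSA, 1 mM DTT. Fluorescence read at Ex 485/Em 525 nm.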
Mito fusion yeast – qHTS Assay for Small Molecule Inhibitors of Mitochondrial Division or Activators of Mitochondrial Fusion; S. cerevisiae fusion-defective mutant growth rescue, CellTiterGlo 48 h; Potency, µM (highest dose often 46.1 µM), without a hit: at the highest dose growth rescue (activation), actives largely listed as activators; actives 0.23% (n = 320,000);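 note: potency is the fitted concentration of half-maximal effect; % of control where 0% means no effect; nearly all actives have a fitted effect of over 45% in size; temperature-sensitive fusion mutants such as fzo1-1 at 37 °C on non-fermentable ethanol glycerol medium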
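Yeast fusion mutant, YPEG (non-fermentable carbon), compound, 48 h at 37C non-permissive; CellTiterGlo added, 10 min RT, luminescence read. Rescued growth = division inhibition.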
GALK inh – qHTS Assay for Inhibitors of Human Galactokinase (GALK); P51570; Purified GALK, Kinase-Glo residual ATP luminescence; Potency, µM (series often up to 57.5 µM), without a hit: at the highest dose activity change, negative = inhibition, usual class: inhibitors; actives 0.007% (n = 270,000); AID 1868, 2009; note: potency is the fitted concentration of half-maximal effect; % is set by controls: 0 for no effect and ±100 for the full control effect
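The enzyme phosphorylates galactose (100 uM) using ATP (35 uM); inhibition is detected as higher residual ATP, quantified by bioluminescence after 1 h reaction at room temperature, pH 8.0.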
Chronic BCR inh – qHTS Assay to Find Inhibitors of Chronic Active B-Cell Receptor Signaling; Potency, µM (doses to about 46.1 µM), for inactives: at the top dose ratio change, negative = lower green/red ratio, usual class: inhibitors; ABC-DLBCL IkBa-CBG/CBR reporter, luminescence ratio, 4 h; actives 0.05% (n = 340,000); AID 493014, 2011; active = well fitted inhibition curve with a large enough effect in the signal ratio, with a control signal flat, not every such curve was filed as active; inconclusive = small, poorly fitted or top-dose-only effect, or effect the other way, or a change in a side signal; the % refers to the signal ratio;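 note: potency is the fitted concentration of half-maximal effect; plate controls were basal doxycycline-induced cells for no effect and cells given 10 µM MG132 for full effect; MG132 reads +100%, hits lower the ratio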
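Cell line TMD8 (human ABC DLBCL), stably expressing tet-inducible CBG68-IkBa fusion and CBR; IMDM/0.5% FBS; cpd up to 46 uM; dox induction, 4 h, 37C/5% CO2; dual luminescence; green/red ratio; MG132 control.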
USP2a inh – qHTS Assay for Inhibitors of Ubiquitin-specific Protease USP2a Using CHOP2 as the Reporter. Ubiquitin carboxyl-terminal hydrolase 2 (Homo sapiens), O75604. USP2 core, Ub-CHOP2 coupled fluorogenic reporter, 485/531. Potency, µM (doses to about 38.3 µM), for inactives: at the top dose activity change, negative = inhibition, hits mostly inhibitors. actives 0.01% (n = 330,000). AID 463254, 2010;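 note: potency is the fitted concentration of half-maximal effect; plate controls were DMSO wells for no effect and full inhibition by NEM control for full effect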
Target sequence (O75604 whole entry, looked up): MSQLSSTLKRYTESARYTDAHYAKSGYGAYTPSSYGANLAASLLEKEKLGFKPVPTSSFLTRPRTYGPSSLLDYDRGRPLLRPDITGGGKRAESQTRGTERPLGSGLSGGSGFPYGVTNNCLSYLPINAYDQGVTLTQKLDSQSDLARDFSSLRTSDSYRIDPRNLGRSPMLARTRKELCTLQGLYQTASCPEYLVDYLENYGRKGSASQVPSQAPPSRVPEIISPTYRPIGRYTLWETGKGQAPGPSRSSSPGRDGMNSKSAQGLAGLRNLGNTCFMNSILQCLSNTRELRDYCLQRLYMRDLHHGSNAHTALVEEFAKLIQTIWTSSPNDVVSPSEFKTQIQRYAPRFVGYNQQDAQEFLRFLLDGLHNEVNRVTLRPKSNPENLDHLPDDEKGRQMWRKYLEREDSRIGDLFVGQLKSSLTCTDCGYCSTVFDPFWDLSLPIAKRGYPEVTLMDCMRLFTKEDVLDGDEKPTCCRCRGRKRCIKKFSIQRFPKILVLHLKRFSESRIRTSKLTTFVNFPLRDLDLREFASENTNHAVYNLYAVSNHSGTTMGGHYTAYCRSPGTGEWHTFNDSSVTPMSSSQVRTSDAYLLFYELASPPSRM
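Deubiquitinase activity read as fluorescence (485/531 nm) after Ub-CHOP2 cleavage activates the enterokinase reporter on its substrate; USP2 core 10nM, Ub-CHOP2 and substrate 25nM each, 30min compound preincubation then 60min RT; data normalized to NEM, curves fitted.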
Menin-MLL TR inh – qHTS Assay for Inhibitors Targeting the Menin-MLL Interaction in MLL Related Leukemias: Competition With Texas Red Labeled MLL-derived Mutant Peptide | actives 0.23% (n = 270,000) | Potency, µM (top dose mostly 61.6 µM), for the others: at the top dose FP activity change, negative = inhibition, usual class: inhibitors | O00255 | Menin + Texas Red MLL mutant peptide, fluorescence polarization; active = well fitted inhibition curve with a large enough effect in the polarisation, with a control signal flat, not every such curve was filed as active; inconclusive = small, poorly fitted or top-dose-only effect, or effect the other way, or a change in a side signal; inactive = no such curve, though single readings can be large or run the other way; the % refers to the polarisation; note: potency is the fitted concentration of half-maximal effect; % of control where 0% means no effect; many of its hits are not listed in these tables
TSHR antag – Antagonists of the Thyroid Stimulating Hormone Receptor: HTS campaign | activity change, negative = inhibition, % at 11.5 µM | Thyrotropin receptor (Homo sapiens), P16473 | actives 0.2% (n = 330,000) | TSHR-expressing cells, TSH-stimulated cAMP HTRF, 2 h; active compounds read low;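 active = activity change below a set negative limit, meaning inhibition stronger than a set level, cut at about -70% in these data; inconclusive = activity change between two set negative limits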; note: % is set by controls: 0 for no effect and ±100 for the full control effect
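Cell-based HTRF cAMP assay; TSHR cells + compound, TSH EC80 (4nM final), 2 h, 37 deg C. Lysis with anti-cAMP cryptate and cAMP-d2, 30 min RT, read 665/620 nm.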
The depositor's hits bear a star; [ ] = dose if it differs, or a comment. Unless noted, calls come from the whole dose curve; as a rule, active = well fitted curve in the direction sought with a large enough effect; inconclusive = small, poorly fitted or top-dose-only effect, or another doubt; inactive = no such curve, though single readings can be large; an effect the other way counts as inactive or inconclusive.

CC(C)CCN1CCN(Cc2ccoc2)CC1CCO (stereo not drawn) was read as ASM inhibitor 2%, PKM2 act -3%, hERG WT inh -43, MBNL1 CUG block 4%, Eya2 phos inh -3%, Mito fusion yeast 3%, GALK inh 3%, Chronic BCR inh 9%, USP2a inh 0% and TSHR antag 0.
`O=C(Nc1nc(-c2ccccn2)cs1)c1ccc(S(=O)(=O)N2CCCCC2)cc1` gave PKM2 act -6%, MBNL1 CUG block 3%, Eya2 phos inh 5%, Mito fusion yeast -18%, GALK inh -1%, Chronic BCR inh inconclusive, USP2a inh 0% and TSHR antag 3.
Screening CC(=O)Nc1ccc(NC(=O)CSc2nnc(NC(=O)C3CC(=O)N(c4ccc(F)cc4)C3)s2)cc1 (stereo not drawn) returned ASM inhibitor 0%, hERG WT inh -19, MBNL1 CUG block -5%, Eya2 phos inh 0%, Mito fusion yeast 1%, GALK inh 0%, Chronic BCR inh -1%, USP2a inh 4% and TSHR antag 9.
For O=C(NCCN1CCOCC1)c1csc2c1CCCCC2 the results were ASM inhibitor 2%, PKM2 act -9%, hERG WT inh 23, MBNL1 CUG block -3%, Eya2 phos inh -15%, Mito fusion yeast -2%, Chronic BCR inh -7%, USP2a inh 1%, Menin-MLL TR inh -3% and TSHR antag -3.
COc1cccc(NC(=O)COC(=O)C2=NN(c3ccccc3)C(=O)CC2)c1 was read as ASM inhibitor -1%, hERG WT inh 4, Eya2 phos inh -16%, Chronic BCR inh -12%, USP2a inh 2% and TSHR antag -11.
For Cn1c(N)c(C(=O)COC(=O)C2CCCC2)c(=O)n(C)c1=O the results were ASM inhibitor 0%, PKM2 act 2%, hERG WT inh 1, MBNL1 CUG block -7%, Eya2 phos inh 8%, Mito fusion yeast -2%, GALK inh -1%, Chronic BCR inh -3%, USP2a inh 4%, Menin-MLL TR inh 7% and TSHR antag 0.
`COc1ccc(CCNC(=O)CCS(=O)(=O)c2ccc3c(c2)CCN3C(C)=O)cc1OC` gave ASM inhibitor 0%, PKM2 act 0%, hERG WT inh 13, MBNL1 CUG block 1%, Eya2 phos inh 11%, Mito fusion yeast 1%, GALK inh -1%, Chronic BCR inh 8%, USP2a inh 2%, Menin-MLL TR inh -25% and TSHR antag -9.
Screening O=C(COC(=O)CCc1nc2ccccc2n1-c1ccccc1)Nc1cccc(Cl)c1 returned ASM inhibitor -10%, PKM2 act 6%, hERG WT inh 7, MBNL1 CUG block -1%, Eya2 phos inh -6%, Mito fusion yeast -2%, GALK inh 0%, Chronic BCR inh -4%, USP2a inh 2%, Menin-MLL TR inh 10% and TSHR antag 4.
Screening COc1ccc(CCC(=O)Nc2nc3c(s2)CN(C)CC3)cc1OC returned ASM inhibitor 2%, PKM2 act -1%, hERG WT inh -10, MBNL1 CUG block 3%, Eya2 phos inh 9%, Mito fusion yeast 0%, GALK inh -1%, Chronic BCR inh -11%, USP2a inh 0%, Menin-MLL TR inh -6% and TSHR antag 0.
For Cc1cccc(N(C(=O)c2csnn2)C(C(=O)NC(C)(C)C)c2ccncc2)c1 (stereo not drawn) the results were ASM inhibitor 3%, PKM2 act 5%, hERG WT inh -18, MBNL1 CUG block -8%, Eya2 phos inh -9%, Mito fusion yeast 1%, GALK inh -1%, Chronic BCR inh -10%, USP2a inh 0%, Menin-MLL TR inh -2% and TSHR antag 5.
Screening C(=C/c1nccc2c1[nH]c1ccccc12)/c1ccc2c(c1)OCO2 returned PKM2 act -8%, hERG WT inh 16, MBNL1 CUG block 21%, Eya2 phos inh 0%, Mito fusion yeast 2%, GALK inh 3%, Chronic BCR inh inconclusive, USP2a inh -10%, Menin-MLL TR inh inconclusive and TSHR antag -16.
`Cc1[nH]c(C)c(S(=O)(=O)NCCc2ccccc2)c1C(=O)N1CCCC1` gave ASM inhibitor 0%, hERG WT inh 0, MBNL1 CUG block -5%, Eya2 phos inh 8%, Mito fusion yeast -8%, GALK inh 1%, Chronic BCR inh 3%, USP2a inh 0%, Menin-MLL TR inh 9% and TSHR antag -3.
Screening CCN(C(=O)CN1CCN(c2cccc(Cl)c2)CC1)c1c(N)n(Cc2ccccc2)c(=O)[nH]c1=O returned ASM inhibitor 3%, PKM2 act -2%, hERG WT inh -10, MBNL1 CUG block -3%, Eya2 phos inh 2%, Mito fusion yeast 4%, GALK inh 8%, Chronic BCR inh -1%, USP2a inh 2%, Menin-MLL TR inh -6% and TSHR antag 6.
`O=C(c1cccnc1)N1CCN(C(=O)c2ccco2)CC1` gave ASM inhibitor 2%, PKM2 act -6%, hERG WT inh -12, MBNL1 CUG block -13%, Eya2 phos inh 0%, Mito fusion yeast -4%, GALK inh 0%, Chronic BCR inh -2%, USP2a inh -2%, Menin-MLL TR inh 20% and TSHR antag -2.
For COc1ccc(Nc2nc(-c3ccccc3)nc3ccccc23)cc1S(=O)(=O)N1CCOCC1 the results were ASM inhibitor -8%, PKM2 act 1%, hERG WT inh 9, MBNL1 CUG block -6%, Eya2 phos inh 3%, Mito fusion yeast 4%, GALK inh -1%, Chronic BCR inh inconclusive, USP2a inh 2% and TSHR antag -12.
COc1ccc(N2C(=O)CCC(C(=O)O)C2c2ccc(F)cc2)cc1 (stereo not drawn) was read as ASM inhibitor -3%, PKM2 act 1%, hERG WT inh 9, MBNL1 CUG block -9%, Eya2 phos inh 4%, Mito fusion yeast 1%, GALK inh -1%, Chronic BCR inh 1%, USP2a inh 0%, Menin-MLL TR inh -6% and TSHR antag 10.
`CN(C)/N=C/c1c(O)ccc2ccccc12` gave ASM inhibitor -5%, PKM2 act 4%, hERG WT inh -7, MBNL1 CUG block 8%, Eya2 phos inh 2%, Mito fusion yeast 2%, GALK inh -2%, Chronic BCR inh inconclusive, USP2a inh 2%, Menin-MLL TR inh inconclusive and TSHR antag 2.
Screening CC(=O)N1CCc2cc(S(=O)(=O)NC(CC(C)C)C(=O)N3CCc4ccccc4C3)ccc21 (stereo not drawn) returned ASM inhibitor 3%, PKM2 act -3%, hERG WT inh -10, MBNL1 CUG block 3%, Eya2 phos inh -4%, Mito fusion yeast -3%, GALK inh -1%, Chronic BCR inh 0%, USP2a inh 0%, Menin-MLL TR inh inconclusive and TSHR antag 8.
CCOc1cc(-c2nc(-c3ccc(OC)cc3)no2)cc(OCC)c1OCC was read as ASM inhibitor -2%, PKM2 act -6%, hERG WT inh 1, MBNL1 CUG block -8%, Eya2 phos inh 32%, Mito fusion yeast 1%, GALK inh 6%, Chronic BCR inh -1%, USP2a inh 0%, Menin-MLL TR inh 2% and TSHR antag 0.
Screening Cc1ccccc1N=C1NC(=O)C(CO)(CO)S1 returned ASM inhibitor 1%, PKM2 act 12%[11.5 µM], hERG WT inh -4, MBNL1 CUG block 0%, Eya2 phos inh 6%, Mito fusion yeast -2%, GALK inh -4%, Chronic BCR inh 4%, USP2a inh 0%, Menin-MLL TR inh -3% and TSHR antag -6.
Cc1ccc(OCCNC(=O)/C=C/c2ccccc2)cc1 was read as ASM inhibitor -1%, PKM2 act 3%, hERG WT inh 4, MBNL1 CUG block -2%, Eya2 phos inh -4%, Mito fusion yeast 3%, GALK inh -1%, Chronic BCR inh inconclusive, USP2a inh -1%, Menin-MLL TR inh -1% and TSHR antag -6.
O=C(C1CCC(CNc2c(N3CCOCC3)c(=O)c2=O)CC1)N1CCN(c2ccccc2)CC1 (stereo not drawn) was read as ASM inhibitor 1%, PKM2 act -8%, hERG WT inh -9, MBNL1 CUG block 3%, Eya2 phos inh 1%, Mito fusion yeast -3%, GALK inh -1%, Chronic BCR inh 0%, USP2a inh 2%, Menin-MLL TR inh 0% and TSHR antag 8.

High-throughput results: PubChem BioAssay, National Center for Advancing Translational Sciences (NCATS)

This is a subset. The share of hits here may be higher or lower than overall.
